Screening results (PubChem)
ERG Ets-DNA blk: inhibitors of human ERG Ets domain-DNA interaction. 370,000 compounds, 0.028% hits. Potency, µM (doses to about 76.9 µM), inactives show at the top dose FP activity, negative = inhibition, actives largely listed as inhibitors. fluorescence polarization, His-ERG Ets domain / labelled DNA. P11308; active = well fitted inhibition curve with a large enough effect in the polarisation, with a control signal flat; inconclusive = small, poorly fitted or top-dose-only effect, or effect the other way, or a change in a side signal; inactive = no such curve, though single readings can be large or run the other way; the % refers to the polarisation;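 note: polarization taken with two DNA probes labelled with fluorescein and Texas red; potency is the fitted concentration of half-maximal effect; % of control where 0% means no effect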
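His-tagged ERG Ets domain (1 uM in the protein solution; 300mM KCl, 50mM Tris-HCl, 1mM EDTA, 1mM DTT, pH 7.5) received compound, then a probe mix of 5 nM fluorescein-DNA and 100nM Texas-615-DNA. Fluorescence polarization was read for both dyes.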
D2 ag: activates the human D2 dopamine receptor; HEK293 T-REx D2 cells, calcium flux agonist mode; activation, % at 2 µM; 340,000 compounds, 0.53% hits; AID 485358;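 active = activation over 3 SD above normal in the single-dose calcium agonist read, cut at about 30% in these data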; note: 0% is about no effect
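Tetracycline-induced HEK293 T-REx cells with force-coupled D2 receptor, plated overnight at 30 C, loaded with no-wash calcium dye. After a 10 s baseline, compound was pin-added and calcium flux read kinetically for 180 s; calcium rises flagged agonists.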
D2 antag: D2 dopamine receptor (human) antagonism; HEK293 TREx D2 cells, calcium flux, dopamine EC80; P14416; inhibition, % at 10 µM; AID 485344; 340,000 compounds, 2% hits; in the data active = inhibition above about 30%; note: 0% is about no effect
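Measurement of antagonist activity uses fluorescent calcium dye in inducible HEK293 T-REx D2 cells: 10 s baseline, compound addition with 180 s read, EC80 dopamine addition with a further 180 s read.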
Glioma ERSR ind: inducers of ER stress response in human glioma cells. 420,000 compounds, 0.02% hits. Potency, µM, without a hit: top-dose activation, actives largely listed as activators. U87-MG GRP78 promoter luciferase reporter, 16 h; note: potency is the fitted concentration of half-maximal effect; series mostly up to about 76 µM; % of control where 0% means no effect; nearly all actives have a fitted effect of over 35% in size
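Stably transfected U87-MG human glioma cells carrying a GRP78-based luminescent sensor were seeded at 1000 cells/well, pin-dosed with compounds and incubated 16 h. Luciferase reagent was then added, and end-point luminescence was read after 10 min at room temperature.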
LDHA block: inhibitors of human lactate dehydrogenase A; P00338; purified LDHA, NADH/diaphorase-resazurin fluorescence; hits give low values; activity change, % (values are at about 110 or 230 µM); 480,000 compounds, 0.15% hits; in the data active = activity change below about -30%; inconclusive = mostly about -25% to -30%;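 note: plate controls were DMSO wells for no effect and wells without enzyme for full effect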
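Remaining NADH was detected by diaphorase (0.133 mg/mL) converting 37 µM resazurin to fluorescent resorufin, read at 0 and 20 minutes. The preceding 5-minute room-temperature reaction used 2 nM LDHA, 0.2 mM sodium pyruvate and 0.06 mM NADH at pH 7.4.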
ALOX12 inh: ALOX12 (human) lipoxygenase inhibition; Potency, µM (top dose mostly 108 µM), inactives show at the top dose activity change, negative = inhibition, most hits filed as inhibitors; P18054; 580,000 compounds, 1.1% hits; purified 12hLO, xylenol orange hydroperoxide absorbance; note: potency is the fitted concentration of half-maximal effect; % is set by controls: 0 for no effect and ±100 for the full control effect
Target sequence (P18054 whole entry, looked up): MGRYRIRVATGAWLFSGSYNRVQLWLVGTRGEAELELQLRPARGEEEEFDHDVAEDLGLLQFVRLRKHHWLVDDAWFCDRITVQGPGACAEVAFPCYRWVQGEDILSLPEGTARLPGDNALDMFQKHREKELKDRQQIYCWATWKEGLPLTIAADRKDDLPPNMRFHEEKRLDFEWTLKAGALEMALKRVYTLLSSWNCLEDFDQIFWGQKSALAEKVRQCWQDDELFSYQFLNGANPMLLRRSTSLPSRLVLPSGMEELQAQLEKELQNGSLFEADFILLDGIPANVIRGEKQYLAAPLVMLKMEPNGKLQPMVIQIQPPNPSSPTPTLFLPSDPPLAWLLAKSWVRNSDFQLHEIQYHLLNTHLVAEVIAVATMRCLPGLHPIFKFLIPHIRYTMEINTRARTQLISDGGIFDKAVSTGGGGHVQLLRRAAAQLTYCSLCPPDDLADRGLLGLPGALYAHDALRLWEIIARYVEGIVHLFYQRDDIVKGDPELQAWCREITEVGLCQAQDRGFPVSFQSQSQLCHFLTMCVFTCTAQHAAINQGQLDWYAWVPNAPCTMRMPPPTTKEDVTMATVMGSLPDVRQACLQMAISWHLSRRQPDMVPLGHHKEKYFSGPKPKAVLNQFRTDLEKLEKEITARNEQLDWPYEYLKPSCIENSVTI
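Purified human 12hLO (150 nM final) in 25 mM Hepes, 0.01% Triton X-100, pH 7.0 was preincubated 15 min at room temperature with compound. Then 40 uM arachidonic acid was added, 30 min. Hydroperoxide was read by Fe-XO absorbance ratio 573/405 nm.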
RGS4 inhibitor: blocks human RGS4-accelerated GTP hydrolysis; P49798; Transcreener GDP fluorescence polarization, RGS4-accelerated GTP hydrolysis; Potency, µM (doses to about 114 µM), for inactives: top-dose activity change, negative = inhibition, usual class: inhibitors; 390,000 compounds, 0.039% hits; note: potency is the fitted concentration of half-maximal effect; % is set by controls: 0 for no effect and ±100 for the full control effect; nearly all actives have a fitted effect of over 75% in size; some results filed as inactive show a strong effect at the top dose
Target sequence (P49798 whole entry, looked up): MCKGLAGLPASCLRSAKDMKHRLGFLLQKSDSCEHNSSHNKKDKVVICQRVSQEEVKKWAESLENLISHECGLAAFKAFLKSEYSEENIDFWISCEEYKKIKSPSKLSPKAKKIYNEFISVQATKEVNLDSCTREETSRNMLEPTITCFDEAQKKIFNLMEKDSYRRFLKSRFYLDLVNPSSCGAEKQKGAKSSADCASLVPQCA
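MLSMR compounds (23 nl, pin-transferred) preincubated 10 min at room temperature with a 500nM (2x) first reagent, then RGS4 at 900nM (2x) plus Transcreener GDP mix added; fluorescence polarization (620/688 nm) read before and after 90 min at 30 °C.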
Vif-APOBEC3G blk: Vif-A3G binding inhibition; Potency, µM (series often up to 46.1 µM), for the others: at the highest dose activity, negative = active, actives largely listed as inhibitors; 410,000 compounds, 0.076% hits; Q9HC16; HeLa A3G-eYFP + Vif (tagged APOBEC3G with the HIV-1 protein that degrades it), YFP fluorescence, overnight; AID 602310;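 note: potency is the fitted concentration of half-maximal effect; % is set by controls: 0 for no effect and ±100 for the full control effect; nearly all actives have a fitted effect of over 60% in size; hits raise eYFP signal because A3G escapes Vif-driven loss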
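HeLa cells stably expressing Vif and C-terminally eYFP-tagged A3G, seeded overnight at 37 deg C, then exposed to compound by pintool overnight at 37 deg C. Rise in yellow fluorescence (Ex 488/Em 500-530, Acumen) marks blocked Vif-driven A3G degradation.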
Vif-APOBEC3F blk: inhibitors of Vif-A3F interaction; HeLa A3F-eYFP + Vif (tagged APOBEC3F with the HIV-1 protein that degrades it), YFP fluorescence increase; Potency, µM (top dose mostly 46.1 µM), for inactives: top-dose activity, negative = active; 390,000 compounds, 0.2% hits; note: potency is the fitted concentration of half-maximal effect; % of control where 0% means no effect; nearly all actives have a fitted effect of over 65% in size
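Fluorescence increase (Ex 488/Em 500-530) after overnight compound treatment at 37 deg C flags inhibition of Vif-driven A3F-eYFP loss in stable HeLa A3F-eYFP/Vif cells seeded overnight beforehand.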
Starred values were filed as active, the others as inactive; i = inactive; ? = inconclusive; nt = not tested or not shown; & = joins results of further samples; [ ] = remark or other dose. Unless noted, calls come from the whole dose curve; as a rule, active = well fitted curve in the direction sought with a large enough effect; inconclusive = small, poorly fitted or top-dose-only effect, or another doubt; inactive = no such curve, though single readings can be large; an effect the other way counts as inactive or inconclusive. These rows are one share of the data; count on the stated rates, not on these rows.

SMILES	ERG Ets-DNA blk	D2 ag	D2 antag	Glioma ERSR ind	LDHA block	ALOX12 inh	RGS4 inhibitor	Vif-APOBEC3G blk	Vif-APOBEC3F blk
COc1ccc(/C=N/NC(=O)c2ccc3ccccc3c2)cc1OS(=O)(=O)c1ccc(NC(C)=O)cc1	nt	0.3	-14	-1%	-1	3%	-37%	?	-1%
O=C(Nc1ccc(-c2n[nH]c(=S)o2)cc1)c1ccccc1Br	-9%	0.2	-3	0%	-6	?	-44%	-9%	3%
COC(=O)c1ccc(C(=O)NC(=S)Nc2ccc3nc(SC)sc3c2)cc1	-2%	-0.6	-1	-2%	-6	-12%	-22%	0%	-21%
CCCCCCC1CC(CCc2nc(=S)[nH][nH]2)C(=O)O1 (centres undefined)	1%	-0.2	-6	-4%	-1	?	-45%	-6%	5%
COc1ccc(-n2c(SCC(=O)NC3CCCCC3)nc3c([nH]c4ccccc43)c2=O)cc1	6%	-1.9	nt	-2%	-12	-7%	2%	1%	8%
Cc1ccc(C)c(N(CC(=O)NC2CCCC2)C(=O)c2csnn2)c1	-8%	1.7	-14	-2%	-11	-9%	-9%	-3%	?
O=C1NC2(CCCCC2)C(=O)N1CCS(=O)(=O)Oc1ccc(Br)cc1	-1%	-0.2	5	0%	-1	-17%	-13%	-10%	-10%
CCN(CC)CCOC(=O)/C=C/c1ccccc1	4%	0.6	9	-3%	-10	0%	16%	3%	1%
CNS(=O)(=O)c1cnccc1N1CCN(c2cccc(C)c2)CC1	-3%	0.1	0	-5%	-1	0%	26%	0%	-7%
CCN(CC)C(=O)Cn1cc(S(=O)(=O)CC(=O)Nc2ccc(F)cc2)c2ccccc21	8%	nt	nt	1%	1	362%[activator]	-17%	-1%	1%
CCC(=O)N1CCc2cc(S(=O)(=O)NCCN3CCCCC3CC)ccc21 (centres undefined)	-15%	0.2	-13	-5%	1	0%	-22%	0%	nt
CCC(C)NC(=O)c1cn(CCOC)c(=O)c2c1c1ccccc1n2C (centres undefined)	-5%	0.4	-8	-3%	-1	0%	-9%	0%	1%
COc1ccc(S(=O)(=O)NCCc2cc3ccc(C)c(C)c3[nH]c2=O)cc1	13%&3%	-0.2&-0.5	-10	-4%&-3%	-2&-11	-29%&-6%	-22%&19%	1%&2%	-3%&-3%
CC(OC(=O)CC1CC2CCC1C2)C(=O)Nc1cccc(S(=O)(=O)N2CCOCC2)c1 (centres undefined)	-6%	-0.2	23	-4%	0	2%	12%	2%	-8%
CCOC(=O)C(=O)Cc1nc2ccccc2s1	10%	5.5	1	2%	-9	-16%	19%	-1%	9%
COc1ccc(-c2ccc(-c3cc(=O)oc4cc(OC)c(OC)c(OC)c34)cc2)cc1OC	-2%	nt	nt	4%&-2%	0	13%	3%	1%	6%
CC(C)C(=O)N1CCC1(C)C(=O)Nc1ccccc1OC(F)F (centres undefined)	nt	nt	nt	-5%	-4	-6%	nt	-5%	nt
COc1ccccc1N1CCN(C(=O)CN2C(=O)COc3ccc(S(=O)(=O)N4CCCC4)cc32)CC1	4%	-1.1	nt	-4%	2	-2%	-21%	0%	4%
Cc1nc2c(sc3nc4c(cc32)COC(C)(C)C4)c(=O)o1	-9%	-0.7	5	5%	2	-1%	-14%	1%	0%
CC(C)C1CC(CCNCc2ccc(N(C)C)cc2)(c2ccccc2)CCO1 (centres undefined)	0%	2.0	-30	-4%	0	-15%	-19%	0%	-20%
CC(O)(CS(=O)(=O)Cc1cccc(C(F)(F)F)c1)C(=O)Nc1cccc(C(F)(F)F)c1 (centres undefined)	-7%	nt	nt	-1%	3	-26%	18%	-6%	-12%
CCCCNC(=O)C1(C)CCN1C(=O)c1csnn1 (centres undefined)	nt	nt	nt	-1%	-7	1%	nt	-1%	nt
CCOC(=O)N1CCC(Nc2c(-c3ccc(C)cc3)c(=O)c2=O)CC1	0%	0.4	-2	-4%	-1	3%	-1%	-1%	-5%
Cc1ccc2c(CN3C(=O)NC4(CCCCC4)C3=O)cc(=O)oc2c1C	3%	nt	nt	2%	-7	-3%	6%	-7%	-7%
COc1ccccc1NC(=O)c1ccc(NS(=O)(=O)c2c(C)noc2C)cc1	11%	-0.5	-6	-5%	-5	0%	-7%	0%	0%
CCc1ccc(-n2nc3cc(C)c(NC(=O)c4cc(Cl)ccc4OC)cc3n2)cc1	-1%	0.1	nt	-3%	-1	?	15%	-4%	-10%
COCCNC(=S)N(CCO)Cc1cc2cc3c(cc2[nH]c1=O)OCCO3	-2%	-0.2	-7	-2%	2	-11%	-40%	-1%	6%
O=C(CN1CCOc2ccccc21)NCc1ccccc1	-10%	0.2	-8	-4%	0	-9%[57.4 µM]	-9%	1%	2%
CCOc1ccc(NC(=O)CSc2nnc(Cc3csc(C)n3)o2)cc1	-11%	0.9	-7	-4%	-13	i	-14%	0%	1%
CCOc1ccccc1N1C(=O)CN(Cc2ccc(OC)c(OC)c2)C1=S	3%	-0.7	3	-4%	0	21%	1%	-1%	-7%
O=C(Nc1cccc(-c2nc3ccccc3o2)c1)c1ccc(-c2ccc(Br)cc2)o1	2%	0.7	nt	-2%	-5	?	-24%	-11%	-15%
CN(C)c1ccc(-c2ccnc3c2CC(C)(C(=O)Nc2cccc(C(F)(F)F)c2)O3)cc1 (centres undefined)	nt	nt	nt	-3%	-7	5%	nt	-3%	nt
Fc1cccc(Cl)c1CNc1ccc(N2CCCC2)cc1	21%	-0.2	-5	-2%	21	32µM*	-51%	-5%	-3%
COc1ccc(C)cc1S(=O)(=O)N1CCN(c2cccc(C(F)(F)F)c2)CC1	0%	1.2	5	-4%	-4	0%	-5%	1%	-6%
CCN1CCN(CCCNC(=O)c2ccc(/C=C3/Oc4ccccc4N(Cc4cccc(C)c4)C3=O)cc2)CC1	11%	0.5	-8	-1%	-8	nt	15%	4%	?
CC(=O)Nc1ccc(OCC=C(Cl)Cl)cc1	5%	0.9	-7	1%	2	6%	-26%	-2%	0%

Another view of some results above:
SMILES: CCOc1ccc(NC(=O)CSc2nnc(Cc3csc(C)n3)o2)cc1
- ERG Ets-DNA blk: -11%
- D2 ag: 0.9
- D2 antag: -7
- Glioma ERSR ind: -4%
- LDHA block: -13
- ALOX12 inh: i
- RGS4 inhibitor: -14%
- Vif-APOBEC3G blk: 0%
- Vif-APOBEC3F blk: 1%
SMILES: O=C(Nc1ccc(-c2n[nH]c(=S)o2)cc1)c1ccccc1Br
- ERG Ets-DNA blk: -9%
- D2 ag: 0.2
- D2 antag: -3
- Glioma ERSR ind: 0%
- LDHA block: -6
- ALOX12 inh: ?
- RGS4 inhibitor: -44%
- Vif-APOBEC3G blk: -9%
- Vif-APOBEC3F blk: 3%
SMILES: CC(C)C(=O)N1CCC1(C)C(=O)Nc1ccccc1OC(F)F (centres undefined)
- ERG Ets-DNA blk: nt
- D2 ag: nt
- D2 antag: nt
- Glioma ERSR ind: -5%
- LDHA block: -4
- ALOX12 inh: -6%
- RGS4 inhibitor: nt
- Vif-APOBEC3G blk: -5%
- Vif-APOBEC3F blk: nt
SMILES: Cc1nc2c(sc3nc4c(cc32)COC(C)(C)C4)c(=O)o1
- ERG Ets-DNA blk: -9%
- D2 ag: -0.7
- D2 antag: 5
- Glioma ERSR ind: 5%
- LDHA block: 2
- ALOX12 inh: -1%
- RGS4 inhibitor: -14%
- Vif-APOBEC3G blk: 1%
- Vif-APOBEC3F blk: 0%

(list continues)
SMILES	ERG Ets-DNA blk	D2 ag	D2 antag	Glioma ERSR ind	LDHA block	ALOX12 inh	RGS4 inhibitor	Vif-APOBEC3G blk	Vif-APOBEC3F blk
Cc1ccc(CCNC(=O)C2=CCN(S(=O)(=O)c3ccccc3)CC2)cc1	7%	0.2	6	4%	-2	1%	5%[11.4 µM]	-1%	-14%
COC(=O)c1scc(C)c1NC(=O)/C=C/C(=O)O	0%	0.6	-5	-5%	0	?	-17%	1%	-29%
Cc1cccc(NC(=O)CCNC(=O)c2ccco2)c1C	2%	0.1	4	-3%	-5	-5%	10%	0%	11%
COc1cccc(Nc2nnc(Cc3cccnc3)c3ccccc23)c1	-10%	-0.6	-7	-3%	-7	-7%	22%	-7%	8%
CC1Cc2cc(/C(O)=C3/C(=O)C(=O)N(CCCn4ccnc4)C3c3ccc(Br)cc3)ccc2O1 (centres undefined)	5%	0.7	-6	0%	-2	-12%	29%	-4%	9%
COc1cc2[nH]c3c(=O)n(N)c(=O)[nH]c3c2cc1OC	6%	0.3	-21	2%	-9	1%	13%	-24%	?
Cc1nnc(NC(=O)CSc2nnc(CNC(=O)c3ccc(F)cc3)o2)s1	8%	0.8	15	-4%	-2	-5%	-19%	0%	-1%
COC(=O)c1nc(-c2ccccc2)oc1N(C)C	-7%	nt	nt	1%	-10	-16%	9%	0%	-1%
COc1cccc(CC(=O)OCC(=O)c2cc(OC)ccc2OC)c1	9%	0.7	9	-3%	0	-5%	18%	-3%	2%
CNc1nc(Nc2ccc(C)cc2C)c2sccc2n1	nt	nt	nt	3%	-6	-5%	nt	?	nt
